# Bioassay records from PubChem.
# TAAR1 agonist: human TAAR1 agonists, primary screen, Fluo-8 calcium fluorescence, CHO RD-HGA16 cells. vehicle wells 0%, saturating PEA agonist 100%. activation, % at 3 µM. 360,000 compounds, 0.99% hits. AID 624467, 2012;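 active = activation above the mean activation of all test compounds in the run plus 3 SD, cut at about 38% in these data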
# Target sequence (Q96RJ0 whole entry, looked up): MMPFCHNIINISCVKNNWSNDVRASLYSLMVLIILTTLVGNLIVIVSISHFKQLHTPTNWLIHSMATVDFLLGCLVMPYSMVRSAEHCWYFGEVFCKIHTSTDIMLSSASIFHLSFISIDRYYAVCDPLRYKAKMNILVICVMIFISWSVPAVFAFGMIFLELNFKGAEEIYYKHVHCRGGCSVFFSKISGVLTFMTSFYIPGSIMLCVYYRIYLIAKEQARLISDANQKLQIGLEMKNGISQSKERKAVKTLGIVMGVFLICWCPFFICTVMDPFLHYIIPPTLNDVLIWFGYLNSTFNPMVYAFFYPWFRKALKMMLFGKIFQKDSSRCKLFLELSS
#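 System: CHO-derived RD-HGA16 cells with stable Gα16 and human TAAR1. Times: 17-24 h plating, Fluo-8 75 min 37 °C, 30 min RT. Measured by: calcium-sensitive Fluo-8 signal, excitation 470-495, emission 515-575 nm. Read-out basis: % activation relative to PEA EC100 response. Control set: DMSO and PEA EC100. Repeats: no replicates (n 1).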
# TAAR1 antag: human TAAR1 antagonists, primary screen, Fluo-8 calcium fluorescence, CHO RD-HGA16 cells. antagonist. 360,000 compounds, 1.5% hits. inhibition, % at 3 µM;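 active = inhibition above a per-plate cutoff, the mean inhibition of test compounds on that plate plus 3 SD, cut at about 49% in these data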;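 note: 0% = DMSO plus EC80 beta-PEA response and 100% = DMSO alone without agonist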
#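 Test system – hTAAR1-expressing CHO RD-HGA16 cells, Gα16-coupled · Reagent – β-PEA at EC80 concentration, post-compound challenge · Compound dosing – 3 µM, single point · Timing – 140 s kinetic read after compound, 140 s after agonist · Detection – Fluo-8 intracellular calcium dye fluorescence, real-time kinetic reads · Control set – DMSO and EC80 PEA controls · Repeats – n of 1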
# Starred values were filed as active, the others as inactive.
# Sample of the layout:
# Results follow in this order: TAAR1 agonist	TAAR1 antag
O=C(NCc1ccccc1)C(CCc1ccccc1)n1c(=O)c(-c2ccccc2)nc2ccccc21 (stereo not given)
→ 0	-32
Nc1[nH]c(C(=O)c2ccccc2)c(-c2ccc(F)cc2)c1C(=O)NCc1ccccc1
→ 3	-4
COCCNC(=O)c1cc(-c2ccccc2)sc1N
→ 4	0
CON(C)C(=O)C(C)(C)CC#CCN(CC#Cc1ccccc1)S(=O)(=O)c1ccc(C)cc1
→ 1	20
Cc1cccc(C)c1NC(=O)C1(C)CSCC(=O)N1CC(F)(F)F (stereo not given)
→ 0	-11
O=Cc1cc([B-](F)(F)F)cs1
→ 0	-18

# Main list, from the first entry:
# Results follow in this order: TAAR1 agonist	TAAR1 antag
O=C(NCc1ccccc1)C(CCc1ccccc1)n1c(=O)c(-c2ccccc2)nc2ccccc21 (stereo not given)
→ 0	-32
Nc1[nH]c(C(=O)c2ccccc2)c(-c2ccc(F)cc2)c1C(=O)NCc1ccccc1
→ 3	-4
COCCNC(=O)c1cc(-c2ccccc2)sc1N
→ 4	0
CON(C)C(=O)C(C)(C)CC#CCN(CC#Cc1ccccc1)S(=O)(=O)c1ccc(C)cc1
→ 1	20
Cc1cccc(C)c1NC(=O)C1(C)CSCC(=O)N1CC(F)(F)F (stereo not given)
→ 0	-11
O=Cc1cc([B-](F)(F)F)cs1
→ 0	-18
O=C1NC[C@@H](CCCCN2CCN(CC3CCCCC3)C(=O)C2=O)N(Cc2ccccc2)C1=O
→ 1	18
CC(C)(C)n1nnnc1C(c1cc2ccccc2o1)N1CCCCC1 (stereo not given)
→ 9	-20
COc1ccc(Cc2c(-c3ccccc3)nc3ccc(C)cn23)c(C)c1
→ -1	-29
C[C@@H]1CC2=C(C(=O)OC(C)(C)O2)[C@H](c2ccc(Cl)cc2)O1
→ 0	-8
Cc1cccc(C)c1-n1nnnc1C1(C)CCC(=O)N1CC(F)(F)F (stereo not given)
→ 2	-7
COc1cccc(Cn2c(NCc3ccccn3)nc3c2c(=O)n(C)c(=O)n3C)c1
→ 11	0
CCOC(=O)[C@]12CCCC=C1N(Cc1ccccc1)C(=O)[C@H](CC(=O)NCCCCc1ccccc1)C2
→ 10	-6
O=C(NCc1cccs1)C1C(=O)Nc2ccccc2C(=O)N1Cc1ccccc1 (stereo not given)
→ 3	-22
Cc1ccc(S(=O)(=O)N2CCC(=O)N([C@H](COCc3ccccc3)C(C)C)CC2)cc1
→ -2	1
Cc1cc(O)cc(=O)n1-c1ccc(OC(F)F)cc1
→ 0	-11
CCc1cc2c(nc1CC)CCCN2CCOC
→ 1	-1
C[C@@H]1CCCCO[C@H](CN(C)C(=O)C2CCCCC2)[C@@H](C)CN([C@H](C)CO)C(=O)c2cc(NS(=O)(=O)c3cccs3)ccc2O1
→ -1	0
CC1(c2nnnn2-c2ccc3c(c2)OCCO3)CCC(=O)N1CCCN1CCOCC1 (stereo not given)
→ 0	-2
COC(=O)C[C@@H]1C=C[C@H](NC(=O)c2cnccn2)[C@@H](CO)O1
→ 1	-1

# The list goes on.
# Results follow in this order: TAAR1 agonist	TAAR1 antag
Cc1ccc(CN2C(=O)CSCC2(C)C(=O)NC(C)C)cc1 (stereo not given)
→ 3	-18
CC(=O)C1=C(C)N(Cc2ccc(F)cc2)C(=S)NC1c1cccc(Br)c1 (stereo not given)
→ 0	44
CC(C)(C)n1nnnc1C(c1ccccc1)N1CCN(c2c(Cl)cncc2Cl)CC1 (stereo not given)
→ 0	36
C[C@H]1CN([C@@H](C)CO)C(=O)CCCn2nncc2CO[C@@H]1CN(C)CC1CC1
→ 3	-4
COc1ccc(OCCCN2CCC(C(O)(c3ccccc3)c3ccccc3)CC2)cc1
→ 38*	10
O=C(NCc1ccncc1)[C@@H]1CCCN1C(=O)[C@@H]1CCCN1C(=O)c1ccccc1Cl
→ 1	10
CNC(=O)c1ccccc1C1(O)c2ccccc2CCc2ccccc21
→ 1	-19
COC(=O)[C@]12CCCCC=C1N(CCc1ccc(OC)c(OC)c1)C(=O)[C@H](CC(=O)N1CCSCC1)C2
→ 12	61*
COC(=O)C1=C(C)N(Cc2ccccc2C(F)(F)F)C(=NCc2cc(OC)c(OC)c(OC)c2)NC1c1ccc(Cl)cc1 (stereo not given)
→ 9	-5
COC(=O)[C@]12CCCCC=C1N(Cc1ccccc1)C(=O)[C@H](CC(=O)NCCC(C)C)C2
→ 8	33
O=c1cc(-c2ccccc2)oc2c1ccc1ccccc12
→ 2	15
C=CCN1C(=O)c2n[nH]c(C)c2C1c1ccc(C)cc1 (stereo not given)
→ 0	-1
Cc1ccccc1[C@H](NC1c2ccccc2C=Cc2ccccc21)P(=O)(c1ccccc1)c1ccccc1
→ 1	-9
CCOC(=O)[C@]12CCC=C1N(CCC1=CCCCC1)C(=O)[C@H](CC(=O)N1CCCCC1)C2
→ 4	-11
Cc1cc(C)cc(Cn2cc(CN3CC(N4CCN(CCN(C)C)CC4)CS3(=O)=O)nn2)c1 (stereo not given)
→ 0	-9
CCCNC(=O)N1C[C@H](O)COC[C@H]2O[C@@H](CC(=O)N[C@@H]3CCN(Cc4ccccc4)C3)CC[C@@H]21
→ 0	-11
COC(=O)c1cc2c(c3c4cc(F)ccc4n(S(=O)(=O)c4cccc(C)c4)c13)C(=O)N(Cc1ccccc1OC)C2
→ 0	-4
CC(C)CC1O[C@@H](C)[C@@H]2CN3CCc4c([nH]c5ccccc45)[C@@H]3C[C@@H]2N1C (stereo not given in full)
→ 2	-22
COC(=O)C1=CN(c2cccc(OCc3ccccc3)c2)C(N)=C(C#N)C1c1ccccc1 (stereo not given)
→ 3	-15
CCCCC1Cc2[nH][nH]c(=O)c2C(c2ccc(F)cc2)O1 (stereo not given)
→ 1	-7

# 3 entries out of the list, sorted by length of the SMILES, descending.
# Results follow in this order: TAAR1 agonist	TAAR1 antag
CC(C)CC1O[C@@H](C)[C@@H]2CN3CCc4c([nH]c5ccccc45)[C@@H]3C[C@@H]2N1C (stereo not given in full)
→ 2	-22
Cc1ccccc1[C@H](NC1c2ccccc2C=Cc2ccccc21)P(=O)(c1ccccc1)c1ccccc1
→ 1	-9
COc1ccc(OCCCN2CCC(C(O)(c3ccccc3)c3ccccc3)CC2)cc1
→ 38*	10

# New compounds follow.
smiles,TAAR1 agonist,TAAR1 antag
CCCCC[C@H](C)N1C[C@@H](COCc2ccccc2)Oc2cc(N3CCC[C@H]3CO)ccc2S1(=O)=O,0,-7
O=C1c2ccccc2C(c2nnnn2-c2ccc3c(c2)OCCO3)N1CCc1ccccc1F (stereo not given),3,18
CCCCCC(=O)NC1CCCCN(C)C1=O (stereo not given),3,-26
COC(=O)C1=CN(c2ccc(Oc3ccccc3)cc2)C(N)=C(C#N)C1c1ccc(-c2ccccc2)cc1 (stereo not given),0,-39
O=C1NC[C@H](CCCCN2C[C@H](Cc3ccccc3)N(CCC3CCCCC3)C(=O)C2=O)N(CC2CCCCC2)C1=O,0,-3
CC(C)C[C@H]1COc2cc(N3CCN(Cc4ccccc4F)CC3)ccc2S(=O)(=O)N1,2,-30
COc1ccc(CN2C[C@H](COCc3ccccc3)Oc3cccc(Oc4ccc(C(C)C)cc4)c3S2(=O)=O)cc1,3,32
CC(C)C[C@H]1CNC(=O)C(=O)N1C[C@H]1CCCN1C[C@H](Cc1ccc(O)cc1)N1C[C@H](CC(C)C)N(CC2CCCCCC2)C(=O)C1=O,-1,7
CCCCn1nnnc1C1(C)CCC(=O)N1CCc1ccc(OC)c(OC)c1 (stereo not given),3,15
CCCCCCCCN1C(=O)[C@H](CC(=O)NCc2ccc(C)o2)C[C@@]2(C(=O)OCC)CCC=C12,-2,6
CC(C)C[C@H]1CN([C@@H](CC(C)C)CN2CCC[C@H]2CN2C(=O)C(=O)NC[C@@H]2Cc2ccc(O)cc2)C(=O)C(=O)N1CCc1ccccc1,1,-1
Cc1cccc(C)c1-n1nnnc1C1(C)CCC(=O)N1CCc1ccccc1F (stereo not given),1,-9
COC(=O)C1=C(C)N(Cc2cccc(C(F)(F)F)c2)C(=NCc2cc(OC)c(OC)c(OC)c2)NC1CCc1ccccc1 (stereo not given),17,-11
CNC[C@H]1OCc2cnnn2CCCC(=O)N([C@@H](C)CO)C[C@@H]1C,1,-11
CCCCOCCCNC(=O)C[C@@H]1C[C@@]2(C(=O)OCC)CCC=C2N(Cc2ccco2)C1=O,0,-3
c1ccc2sc(-n3cc(C4CCCCC4)nn3)nc2c1,2,-16
COc1ccc(C2=Nc3ccccc3N(C(=O)c3ccc(C(F)(F)F)cc3)C2C(=O)NCc2ccccc2)cc1 (stereo not given),2,-16
COC(=O)C1=C(C)N(Cc2cccc(C(F)(F)F)c2)C(=NCc2cc(OC)c(OC)c(OC)c2)NC1c1cccc(Cl)c1 (stereo not given),31,25
O=C1NC[C@@H](CCCCN2C[C@H](Cc3ccccc3)N(CCc3ccc(O)cc3)C(=O)C2=O)N(Cc2ccccc2)C1=O,2,-20
CC(C)C[C@H]1CNC(=O)C(=O)N1C[C@@H]1CCCN1C[C@H](Cc1ccccc1)N1C[C@H](Cc2ccccc2)N(CC2CCCCC2)C(=O)C1=O,0,-2
COC(=O)c1ccc(N2C(c3cccc(OC)c3)=Cc3ccc(F)cc3C2c2c(C)[nH]c3ccccc23)cc1 (stereo not given),1,-9
O=C(N[C@H](C(=O)N1CCC[C@H]1C(=O)NC1CCCC1)c1ccccc1)C1CC1,1,-4
CCCCCCCCN1C(=O)N(Cc2ccc(OC)cc2)S(=O)(=O)c2ccc(F)cc21,2,6
COc1cccc(CNC(=O)[C@@H]2CCCN2C(=O)[C@@H]2CCCN2C(=O)c2cccc(Cl)c2)c1,0,-16
Fc1ccc(-c2ccc3c(n2)CCCN3Cc2ccccn2)cc1,-1,15
Cc1cc(Nc2cc(F)c(F)c(F)c2)cc(=O)n1-c1cc(F)c(F)c(F)c1,1,-13
COc1ccc(C(C(=O)Nc2ccc3c(c2)OCCO3)n2c(=O)c(-c3cc4ccccc4[nH]3)nc3ccccc32)cc1 (stereo not given),1,-10
C[C@H](CO)N1C[C@H](C)[C@H](CN(C)C(=O)Nc2ccc(F)cc2)Oc2ncc(Br)cc2C1=O,2,-11
COC(=O)[C@]12CCCCC=C1N(CCc1ccc(OC)c(OC)c1)C(=O)[C@H](CC(=O)N1CCOCC1)C2,4,1
CCN1C(=O)N(C(C)=O)[C@H]2C[C@H](C(=O)N3CCCC3)[C@H](C)[C@H](c3ccccc3)C[C@H]21,2,-26

# New compounds follow:
smiles,TAAR1 agonist,TAAR1 antag
CCCCNC(=O)C[C@@H]1C[C@@]2(C(=O)OCC)CCCC=C2N(Cc2ccco2)C1=O,1,0
COc1ncc(-c2ccc(N3C(c4ccc([N+](=O)[O-])cc4)=Cc4ccccc4C3CC(C)=O)cc2)cn1 (stereo not given),0,-22
CC1(C)OC(=O)C2=C(CC(CCc3ccccc3)OC2c2ccc(F)cc2)O1 (stereo not given),1,33
O=C(NC1CCCC1)c1nc(-c2c(F)cccc2F)oc1-c1ccccc1,0,-39
CC(C)NC(=O)OC[C@H]1O[C@H](C#Cc2ccc(C(C)(C)C)cc2)C=C[C@H]1O,-1,-22
CN1C=Nc2c(ncn2C2CCC(CO)O2)C1O (stereo not given),1,11
O=C(NC1CCCC1)C(C1CC1)n1c(C2CCCC2)nc2ccccc21 (stereo not given),-1,8
O=C(C[C@@H]1CC[C@H](NC(=O)Nc2ccc(F)cc2)[C@@H](CO)O1)NCc1cccc(F)c1,2,-16
O=C(Nc1ccc2ccccc2c1)C(C1CC1)n1c(=O)c(-c2cc3ccccc3[nH]2)nc2ccccc21 (stereo not given),1,-20
Nc1[nH]c(C(=O)c2ccccc2)c(-c2ccccc2Br)c1C(=O)NCc1ccc(-c2ccccc2)cc1,1,-14
COCc1cc(N2CCN(C(=O)OC(C)(C)C)C[C@@H]2C)ccc1N1C[C@@H](C)O[C@@H](C)C1,-1,-26
C[C@@H]1CC2=C(C(=O)OC(C)(C)O2)[C@@H](C2CC2)O1,0,-3
CC1(c2nnnn2C2CCCCC2)CCC(=O)N1Cc1ccc2c(c1)OCO2 (stereo not given),13,-14
CCCCc1c(-c2ccccc2OC)ncn1Cc1ccccc1C,4,16
Cc1ccccc1C(=O)N[C@H](C(=O)N1CCC[C@H]1C(=O)NC1CCCC1)c1ccccc1,2,8
CCOC(=O)[C@]12CCCC=C1N(Cc1ccco1)C(=O)[C@H](CC(=O)N1CCN(C(=O)C3CC3)CC1)C2,0,-12
Cc1cc(OCCCN2CCC(C(O)(c3ccccc3)c3ccccc3)CC2)ccc1Br,36,48
CCN=C1NC(c2ccccc2C(F)(F)F)C(C(=O)OC)=C(C)N1Cc1ccc(C(F)(F)F)cc1 (stereo not given),12,10
CC(C)(C)NC(=O)C(c1ccc(C#N)cc1)n1c(=O)c(-c2ccco2)nc2ccccc21 (stereo not given),1,-13
CN(Cc1ccccc1)C(=O)[C@@H]1CCCN1C(=O)[C@@H]1CCCN1C(=O)c1c(F)cccc1F,1,-1
COCc1cc(N2CCN(C(=O)OC(C)(C)C)C[C@@H]2C)ccc1N1CCN(Cc2ccccc2)[C@H](C)C1,-2,-3
CCN(CCC(=O)Nc1cc(OC)ccc1OC)Cc1ccccc1,4,-18

# These rows are one share of the data. The share of hits here may be higher or lower than overall.
